CRFBP-R2 block = antagonists of CRF-BP/CRF-R2 complex, primary screen, cell-based, HEK293, calcium dye fluorescence, uHTS; CRF-induced calcium fluorescence; inhibition, % at 11.8 µM; 0.59% of 350,000 active;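 active = inhibition of the ligand-induced calcium signal above about 50% at the single tested concentration, limit read from the data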
M5 ag = human M5 muscarinic receptor agonists, primary screen, CHO-K1 cells, Fluo-8 calcium fluorescence. 0.19% of 360,000 active. Muscarinic acetylcholine receptor M5 (Homo sapiens), P08912. activation, % at 3 µM. CHO-K1 hM5 cells; 0% DMSO wells, 100% maximal acetylcholine response;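 active = activation above the run's mean over test compounds plus 3 SD, cut at about 23% in these data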;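 note: signal is peak over basal fluorescence ratio across the kinetic read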
CHRM5 antagonist = human M5 muscarinic receptor antagonists, primary screen, CHO cells, Fluo-8 calcium fluorescence. CHO-hM5 cells, ACh EC80. inhibition, % at 3 µM. 0.59% of 360,000 active. AID 624040, 2012;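 active = inhibition above a per-plate cutoff, the mean of that plate's test compounds plus 3 SD, cut at about 27% in these data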;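 note: 0% = acetylcholine EC80 with DMSO and 100% = DMSO without agonist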
M1 PAM parental = nonselective calcium activators in parental CHO-K1 cells, primary screen, counter-screen for M1 PAM project, cell-based, Fluo-8 calcium fluorescence, full deck, 1536-well; ATP EC20; 0% at ATP EC20, 100% at ATP max; activation, % at 3 µM; 0.02% of 360,000 active;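 active = activation above the run cutoff, the mean activation of all test compounds plus 3 SD, cut at about 40% in these data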;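 note: peak over basal fluorescence ratio in a 140 s read after ATP addition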
M4 PAM = human M4 muscarinic receptor positive allosteric modulators, primary screen, CHO-K1 cells, Fluo-8 calcium fluorescence; Muscarinic acetylcholine receptor M4 (Homo sapiens), P08173; CHO-K1 hM4/Gqi5, ACh EC20; 0% = ACh EC20, 100% = maximal ACh; activation, % at 3 µM; 0.4% of 360,000 active; AID 624126, 2012;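 active = activation above its plate's cutoff, the mean activation of sample wells plus 3 SD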; note: some results filed as inactive read as strong as hits
Target sequence (P08173 whole entry, looked up): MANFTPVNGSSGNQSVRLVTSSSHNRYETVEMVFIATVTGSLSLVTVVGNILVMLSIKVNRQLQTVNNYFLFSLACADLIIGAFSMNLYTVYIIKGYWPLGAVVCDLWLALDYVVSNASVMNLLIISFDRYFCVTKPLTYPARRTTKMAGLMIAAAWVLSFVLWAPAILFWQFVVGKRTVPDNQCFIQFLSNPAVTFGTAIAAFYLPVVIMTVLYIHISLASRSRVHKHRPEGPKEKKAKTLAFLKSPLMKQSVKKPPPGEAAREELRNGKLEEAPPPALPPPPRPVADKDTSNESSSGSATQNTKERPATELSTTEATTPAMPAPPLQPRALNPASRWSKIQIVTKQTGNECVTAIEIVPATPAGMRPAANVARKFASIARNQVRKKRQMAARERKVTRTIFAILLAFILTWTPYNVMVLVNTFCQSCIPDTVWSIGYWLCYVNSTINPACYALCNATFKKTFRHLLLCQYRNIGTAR
CRFBP-R2 agonist = agonists of CRF-BP/CRF-R2 complex, primary screen, cell-based, HEK293, calcium dye fluorescence, uHTS; calcium dye fluorescence (FLIPR); percent of saturating CRF peptide response; activation, % at 13.2 µM; 0.46% of 350,000 active;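 active = activation of at least 50%, plus an integration ratio under a set limit after plate pattern correction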;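 note: plate controls were neutral control wells without compound for no effect and CRF at EC100 for full effect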
TAAR1 antagonist = human TAAR1 antagonists, primary screen, Fluo-8 calcium fluorescence, CHO RD-HGA16 cells. 1.5% of 360,000 active. antagonist. inhibition, % at 3 µM. Trace amine-associated receptor 1 (Homo sapiens), Q96RJ0. AID 624466, 2012;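 active = inhibition above a per-plate cutoff, the mean inhibition of test compounds on that plate plus 3 SD, cut at about 49% in these data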;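 note: 0% = DMSO plus EC80 beta-PEA response and 100% = DMSO alone without agonist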
Target sequence (Q96RJ0 whole entry, looked up): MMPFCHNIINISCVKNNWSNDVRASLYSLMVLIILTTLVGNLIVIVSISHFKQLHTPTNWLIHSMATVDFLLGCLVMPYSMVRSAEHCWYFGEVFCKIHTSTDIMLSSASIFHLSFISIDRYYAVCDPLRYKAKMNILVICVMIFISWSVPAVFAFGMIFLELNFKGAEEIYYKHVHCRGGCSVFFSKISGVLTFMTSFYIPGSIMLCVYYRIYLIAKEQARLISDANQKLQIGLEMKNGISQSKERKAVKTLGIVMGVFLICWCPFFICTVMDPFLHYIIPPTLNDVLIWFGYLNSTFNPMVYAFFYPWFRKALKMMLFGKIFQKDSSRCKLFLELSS
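Test system – hTAAR1-expressing CHO RD-HGA16 cells, Gα16-coupled · Reagent – β-PEA at EC80 concentration, post-compound challenge · Compound dosing – 3 µM, single point · Timing – 140 s kinetic read after compound, 140 s after agonist · Detection – Fluo-8 intracellular calcium dye fluorescence, real-time kinetic reads · Control set – DMSO and EC80 PEA controls · Repeats – n of 1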
TAAR1 ag = human TAAR1 agonists, primary screen, Fluo-8 calcium fluorescence, CHO RD-HGA16 cells; Trace amine-associated receptor 1 (Homo sapiens), Q96RJ0; vehicle wells 0%, saturating PEA agonist 100%; activation, % at 3 µM; 0.99% of 360,000 active; AID 624467, 2012;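 active = activation above the mean activation of all test compounds in the run plus 3 SD, cut at about 38% in these data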
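System: CHO RD-HGA16 cells carrying human TAAR1 plus Gα16; Incubation: 17-24 h seeding, 75 min 37 °C dye, 30 min RT; Measured by: Fluo-8 fluorescence, 5 s baseline then 140 s kinetic read; Control set: DMSO and PEA EC100; Replication: single well for each compound.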
CHRM5 PAM = human M5 muscarinic receptor positive allosteric modulators, primary screen, CHO-K1 cells, Fluo-8 calcium fluorescence; 0.3% of 360,000 active; CHO-K1 hM5, ACh EC20 PAM; 0% = ACh EC20, 100% = ACh EC100; activation, % at 3 µM; AID 624038, 2012; Muscarinic acetylcholine receptor M5 (Homo sapiens), P08912;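 active = activation above the run cutoff, the mean activation of all test compounds plus 3 SD, cut at about 18% in these data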
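Assay system: CHO-K1 hM5 cells / Incubation: Fluo-8 loading 80 min at 37 °C plus 30 min room temperature / Technique: Fluo-8 calcium dye fluorescence, kinetic read / Repeats: single replicate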
An asterisk follows results filed as active; nt = no result given.

No. | molecule | M1 PAM parental | M5 ag | CHRM5 antagonist | CRFBP-R2 block | M4 PAM | CHRM5 PAM | TAAR1 antagonist | TAAR1 ag | CRFBP-R2 agonist
1 | CCc1c(O)nc(SCC(=O)Nc2ccc(Cl)cc2)n(-c2ccccc2)c1=O | 20 | 3 | -2 | -5 | 17* | 4 | -26 | 5 | -1.8
2 | CCN(CC)S(=O)(=O)c1ccc(C(=O)NCCSc2c[nH]c3ccccc23)cc1 | 5 | 3 | 0 | -11 | -6 | -5 | 86* | 55* | 1.0
3 | Cc1c(N=C2SC(CC(=O)Nc3ccccc3)C(=O)N2CCN2CCOCC2)c(=O)n(-c2ccccc2)n1C (stereo unspecified) | 7 | -4 | 1 | 9 | 9 | -6 | 6 | 3 | 2.9
4 | O=C(Cc1ccc(Cl)cc1)NNC(=O)C(=O)NC1CCCCC1 | 17 | 0 | 18 | 5 | 1 | -4 | -8 | 2 | -5.0
5 | Cc1ccc(-n2cc(-c3ccccc3)c3c(NN4CCOCC4)ncnc32)cc1 | 9 | 6 | 5 | -23 | -22 | -13 | 7 | 8 | 8.4
6 | CC(C(=O)NCc1cccnc1)N1C(=O)c2ccccc2C1=O (stereo unspecified) | 11 | -1 | 2 | -8 | 9 | 5 | -3 | 5 | -0.8
7 | O=C(NCC(c1cccnc1)N1CCN(c2ccc(F)cc2)CC1)OCc1ccccc1 (stereo unspecified) | 6 | 2 | 9 | 3 | 7 | -13 | -3 | 6 | -0.9
8 | COc1ccc(S(=O)(=O)Nc2ccc3c(c2)CC(=O)N([C@@H](C)CO)C[C@H](C)[C@@H](CN(C)S(=O)(=O)c2ccc(F)cc2)O3)cc1 | -1 | 5 | -3 | 5 | 0 | 0 | -8 | 11 | 3.4
9 | CCOC(=O)C1CCCN(C(=O)CSc2ccccc2)C1 (stereo unspecified) | 15 | -1 | 0 | -19 | 18 | -2 | 2 | 1 | -2.1
10 | O=C(CCC(=O)N(CC(=O)NC1CCCCC1)c1ccc2c(c1)OCO2)Nc1ccccn1 | 20 | 1 | 1 | 3 | 9 | 0 | -6 | 13 | -0.1
11 | Nc1ccccc1SSc1ccccc1N | 19 | 5 | 4 | -5 | 0 | 5 | 16 | 46* | -1.6
12 | CN(C)S(=O)(=O)c1cccc(NC(=O)CSc2nncn2-c2ccccc2)c1 | 23 | 4 | -12 | -2 | -7 | -7 | -6 | 13 | -0.5
13 | CCCOC1(NC(=O)c2ccccc2)C(C)=CC(=O)C=C1C | 12 | -2 | -4 | 4 | 1 | -3 | -7 | 3 | -1.1
14 | CCc1ccc(N(C(=O)c2snc(C(N)=O)c2N)C(C(=O)NCCC(C)C)c2c[nH]c3ccccc23)cc1 (stereo unspecified) | 4 | 0 | 12 | -5 | 7 | -5 | -5 | 1 | 0.4
15 | Cc1ccc(C(=O)Nc2ccccc2-c2ccccc2)cc1[N+](=O)[O-] | -8 | -2 | -4 | -3 | 2 | 4 | -2 | -1 | -0.7
16 | CCOc1ccc2c(c1)-c1c(ssc1=S)C(C)(C)N2C | 5 | -10 | 0 | 3 | -3 | -8 | -14 | -2 | -2.0
17 | O=C(COC(=O)c1ccc([N+](=O)[O-])cc1Cl)NCc1ccco1 | -2 | 1 | 11 | 10 | 14 | 0 | 16 | 12 | -0.8
18 | COCCn1c(SCCOc2ccccc2)nc2ccccc2c1=O | 20 | 2 | 6 | -4 | -4 | -5 | 19 | 0 | 2.3
19 | NCCCCNCCCN | 28 | 75* | 12 | -4 | 0 | -21 | -14 | 0 | 1.3
20 | CC(C)C(=O)Nc1cc(=O)[nH]c2ncnn12 | 6 | -2 | -3 | -1 | 19* | 1 | -3 | 8 | 1.8
21 | COc1ccc(-c2nc(C(=O)O)cs2)cc1OC | -13 | 3 | -15 | -17 | 7 | 26* | -14 | 2 | -2.8
22 | COc1ccc(C(C(=O)Nc2ccc(F)cc2)N2CCN(c3cccc(C(F)(F)F)n3)CC2)cc1 (stereo unspecified) | nt | -1 | 12 | nt | -18 | -17 | -8 | 1 | nt
23 | CCC(=O)N/C(N)=N/c1nc(C)c2cc(C)c(C)cc2n1 | 2 | 0 | 4 | -1 | -4 | -6 | -36 | 8 | 0.0
24 | O=C(Nc1nc(-c2ccccc2)cs1)C1COc2ccccc2O1 (stereo unspecified) | 11 | -1 | 2 | 16 | -2 | -7 | 9 | -3 | 0.7
25 | C/C(=N\Nc1cccc2cccnc12)c1ccc(N)cc1 | -3 | -4 | 5 | 4 | 4 | 14 | 4 | 3 | 0.8

Later entries.
No. | molecule | M1 PAM parental | M5 ag | CHRM5 antagonist | CRFBP-R2 block | M4 PAM | CHRM5 PAM | TAAR1 antagonist | TAAR1 ag | CRFBP-R2 agonist
26 | CC(C)OC(=O)CSc1nc2ncccc2[nH]1 | 2 | -3 | 0 | -5 | 10 | -1 | -6 | 3 | 2.1
27 | COc1ccc(C(=O)NCCc2nc3cc([N+](=O)[O-])ccc3n2C)cc1 | 7 | -2 | 24 | 3 | -15 | -26 | -29 | 3 | 4.8
28 | CCc1cccc(C)c1NC(=O)CSc1nnc(Cc2csc(C)n2)o1 | -22 | -3 | 6 | 3 | 3 | 3 | -14 | 1 | -2.1
29 | CCOC(=O)C1=C(N)OC2=C(C(=O)CC(C)(C)C2)C1c1ccoc1 (stereo unspecified) | 6 | 2 | -10 | 2 | 3 | 1 | 3 | 8 | -1.9
30 | CN(C)CCOc1ccc2c(c1)Sc1ccccc1CC2=O | -1 | 1 | 2 | 3 | -10 | 0 | 4 | 1 | -2.0
31 | CCCOc1ccc(F)cc1-c1cc(C(=O)Nc2ccccc2)[nH]n1 | -4 | -8 | -6 | nt | -4 | -11 | 44 | 2 | nt
32 | CNC(=O)N(O)C1N(/N=C/c2c(F)cccc2Cl)C(=S)SC1(C)C (stereo unspecified) | -9 | -2 | 4 | -10 | 4 | -2 | -11 | -1 | -0.1
33 | C[C@@H]1CN([C@H](C)CO)C(=O)CCCn2cc(nn2)CO[C@H]1CN(C)C(=O)Nc1ccc(C(F)(F)F)cc1 | -3 | -1 | 4 | -3 | 6 | 1 | 0 | 2 | 3.8
34 | O=C(CCn1nc(-c2ccccc2)c2ccccc2c1=O)Nc1cccnc1 | -10 | -3 | 9 | -10 | 3 | 13 | -6 | 3 | -0.3
35 | CCOc1cccc(C2C(C#N)=C(N)Oc3cc(C)oc(=O)c32)c1OCC (stereo unspecified) | 26 | -1 | 2 | -27 | 15 | 4 | -2 | 16 | 0.0
36 | COc1ccccc1NC=C1C(=O)OC(C)(C)OC1=O | -3 | 1 | 5 | -5 | 18 | 2 | 5 | 2 | 0.6
37 | CCOC(=O)c1c(NC(=O)CN2CCOCC2)sc2c1CCCC2=O | -13 | -8 | -3 | 2 | 11 | -3 | -1 | 1 | -2.4
38 | CC1CCc2nn(CC(=O)NCCC3=CCCCC3)cc2C1 (stereo unspecified) | 1 | -2 | 0 | -11 | 4 | -9 | -16 | 2 | -0.9
39 | CCN(CC(=O)NCCc1ccc(F)cc1)Cc1nc2ccccc2c(=O)[nH]1 | -4 | 2 | 1 | 2 | -9 | -7 | -4 | 0 | 0.6
40 | CCN1C(C#N)=C(C#N)N=C(C)CC1(C)C | 6 | 0 | 1 | 15 | 7 | 2 | -1 | 4 | 1.6
41 | COc1cccc(N(C(=O)CS(=O)CC(=O)Nc2ccc(F)cc2)C(C(=O)NC2CCCCC2)c2cccs2)c1 (stereo unspecified) | 3 | -1 | 6 | 2 | 9 | 0 | 3 | 1 | 0.6
42 | CCCc1nnc(SCC(=O)N2C(C)CCCC2C)n1CCCOC (stereo unspecified) | 14 | 1 | -3 | -6 | 0 | 1 | -3 | 1 | -0.4
43 | C/C(Cl)=C/Cn1c(SCC(C)C)nc2c1c(=O)[nH]c(=O)n2C | 19 | -2 | -7 | -12 | 12 | 0 | -5 | 2 | -0.6
44 | NC(=O)C12CCCC(Br)(CCC1)C2 | -16 | -1 | 5 | -13 | -23 | -1 | -14 | -1 | 1.9
45 | O=P(O)(c1ccccc1)c1ccccc1O | 2 | -1 | -5 | -4 | 2 | 10 | -7 | 5 | 0.0
46 | Cc1ccc(C)c(OCC(=O)N/N=C/c2c(C)nn(-c3ccccc3)c2Cl)c1C | 15 | -2 | -6 | 12 | -5 | 1 | 1 | 1 | -0.2
47 | O=C(OCCCCN1C(=O)c2ccccc2C1=O)c1n[nH]c2ccccc12 | 12 | 2 | 0 | -5 | -4 | -8 | 17 | 13 | 1.4
48 | Fc1ccc(Nc2nc(-c3ccncc3)cs2)cc1 | 6 | -15 | 19 | -1 | 5 | -10 | -27 | -1 | -1.4
49 | O=C(Cn1cc([N+](=O)[O-])cn1)N1CCc2ccccc21 | 1 | 0 | 6 | 42 | -1 | -1 | -17 | 1 | -0.5
50 | Cc1ccc(C)c(NC(=S)N(Cc2ccco2)C(C)c2cccs2)c1 (stereo unspecified) | 18 | -2 | 8 | -6 | 1 | 0 | -16 | 0 | -1.6
51 | Cc1ccn2c(C(=O)NN=C3CCN(C)CC3)c(C)nc2c1 | 4 | 2 | 15 | 12 | -15 | -18 | 5 | 2 | 1.7
52 | COc1ccc(-n2nc([N+](=O)[O-])c(=NCCc3ccccc3)n2O)cc1 | 15 | -3 | 2 | -4 | 1 | -3 | -3 | 7 | -1.5
53 | Cc1ccc(Nc2nc(NCc3ccccc3)nc3ccsc23)c(C)c1 | -11 | 12 | 32* | nt | -15 | -23 | 88* | 29 | nt

Down the list, quoted from above.
CRFBP-R2 block, nos. 28–39: 3, 2, 3, nt, -10, -3, -10, -27, -5, 2, -11, 2
CHRM5 PAM, nos. 28–39: 3, 1, 0, -11, -2, 1, 13, 4, 2, -3, -9, -7
M5 ag, nos. 28–39: -3, 2, 1, -8, -2, -1, -3, -1, 1, -8, -2, 2

Some of the entries so far, field by field:
#18 COCCn1c(SCCOc2ccccc2)nc2ccccc2c1=O
  M1 PAM parental: 20	M5 ag: 2	CHRM5 antagonist: 6	CRFBP-R2 block: -4	M4 PAM: -4	CHRM5 PAM: -5	TAAR1 antagonist: 19	TAAR1 ag: 0	CRFBP-R2 agonist: 2.3
#19 NCCCCNCCCN
  M1 PAM parental: 28	M5 ag: 75*	CHRM5 antagonist: 12	CRFBP-R2 block: -4	M4 PAM: 0	CHRM5 PAM: -21	TAAR1 antagonist: -14	TAAR1 ag: 0	CRFBP-R2 agonist: 1.3
#20 CC(C)C(=O)Nc1cc(=O)[nH]c2ncnn12
  M1 PAM parental: 6	M5 ag: -2	CHRM5 antagonist: -3	CRFBP-R2 block: -1	M4 PAM: 19*	CHRM5 PAM: 1	TAAR1 antagonist: -3	TAAR1 ag: 8	CRFBP-R2 agonist: 1.8

Screening data deposited in PubChem by several laboratories.

Outcome played no part in choosing rows (roughly 4.2% active in at least one column).
